High-throughput results as filed in PubChem BioAssay.
TNAP inh pNP = blocks human TNAP p-nitrophenol release | P05186 | purified TNAP, pNPP hydrolysis, absorbance 405 nm | AID 615 | inhibition, % at 20 µM | 21,000 tested, under 10 active;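 note: 0% = DMSO only wells and 100% = 1 mM levamisole wells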
Target sequence (P05186 whole entry, looked up): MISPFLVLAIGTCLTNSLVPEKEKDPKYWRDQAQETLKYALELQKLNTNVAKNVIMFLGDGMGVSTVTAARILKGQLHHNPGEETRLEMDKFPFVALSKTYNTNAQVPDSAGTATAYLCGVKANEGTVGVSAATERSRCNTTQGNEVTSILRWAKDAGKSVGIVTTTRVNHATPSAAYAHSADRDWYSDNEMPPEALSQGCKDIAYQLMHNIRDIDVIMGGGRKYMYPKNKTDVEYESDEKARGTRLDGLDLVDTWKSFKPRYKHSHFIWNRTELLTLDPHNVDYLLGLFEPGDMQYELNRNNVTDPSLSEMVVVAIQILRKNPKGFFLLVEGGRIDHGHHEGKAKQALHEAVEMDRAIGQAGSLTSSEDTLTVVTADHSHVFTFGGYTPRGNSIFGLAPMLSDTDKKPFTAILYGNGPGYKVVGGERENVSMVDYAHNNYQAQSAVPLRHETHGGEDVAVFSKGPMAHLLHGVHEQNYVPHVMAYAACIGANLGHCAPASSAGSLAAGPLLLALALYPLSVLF
TNAP Pi inh = blocks human TNAP phosphate release; inhibition, % at 20 µM; purified TNAP, pNPP, malachite green phosphate absorbance; 21,000 tested, under 10 active; AID 614
The depositor's hits bear a star.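 Rule for the calls: active = inhibition above 50% at the 20 µM single-dose screen; inactive = the rest.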 A portion of the library, so the mix of outcomes need not match the whole.

For C=CCSC1=N/C(=C\c2cc(OC)c3c(c2)OCO3)C(=O)S1 the results were TNAP inh pNP 3 and TNAP Pi inh 10.
Screening COc1ccc(C)c(Cn2c(-c3nonc3N)nc3ccccc32)c1 returned TNAP inh pNP 0 and TNAP Pi inh 2.
CC(C)(C)NC(=O)C(c1ccco1)N(Cc1ccc(F)cc1)C(=O)c1snc(C(N)=O)c1N (configuration not stated) was read as TNAP inh pNP 3 and TNAP Pi inh 1.
Screening COc1ccccc1-c1nn2c(-c3ccco3)nnc2s1 returned TNAP inh pNP 4 and TNAP Pi inh 9.
`COc1cccc(OC)c1NC(=O)Cc1nn(C)c(=O)c2ccccc12` gave TNAP inh pNP 8 and TNAP Pi inh 8.
For O=C1CNC(=O)c2c(nc3n2CCC3)N1 the results were TNAP inh pNP 3 and TNAP Pi inh 7.
For O=C(CSc1ccccc1)Nc1cccnc1 the results were TNAP inh pNP 7 and TNAP Pi inh 12.
CCn1c(COc2ccc(C)cc2)nnc1SCC(=O)C(C)(C)C was read as TNAP inh pNP 1 and TNAP Pi inh 10.
`COC(=O)CSc1nnc(-c2cccnc2)n1-c1cccc(OC)c1` gave TNAP inh pNP -3 and TNAP Pi inh 4.
Screening Cc1c(Cl)cccc1NC(=O)CSCc1cc(=O)[nH][nH]1 returned TNAP inh pNP 8 and TNAP Pi inh -14.
For Cc1ccc(S(=O)(=O)C(C#N)c2nc3ccccc3nc2N2CCCC2)cc1C (configuration not stated) the results were TNAP inh pNP 6 and TNAP Pi inh 1.
Screening Cn1cnnc1SCC(=O)n1c2ccccc2c2ccccc21 returned TNAP inh pNP 6 and TNAP Pi inh 12.
`O=C(CN1CCN(c2ccccc2)CC1)Nc1cccc(C(F)(F)F)c1` gave TNAP inh pNP 4 and TNAP Pi inh 9.
Screening Clc1ccc(-c2nn3c(-c4ccccn4)nnc3s2)c(Cl)c1 returned TNAP inh pNP -1 and TNAP Pi inh -15.
O=C1c2ccccc2-c2onc3ccc(NCc4ccco4)c1c23 was read as TNAP inh pNP 0 and TNAP Pi inh 0.
`Clc1ccc2c(c1)C1OCCC1C(c1ccco1)N2` (configuration not stated) gave TNAP inh pNP -8 and TNAP Pi inh 5.
CN(C)S(=O)(=O)N1CCC(c2ccc(F)cc2)C(COc2ccc3c(c2)OCO3)C1 (configuration not stated) was read as TNAP inh pNP 5 and TNAP Pi inh 8.
`CCCCc1cc2c(c(NC(=O)CC)n1)c(=O)oc1ccccc12` gave TNAP inh pNP 8 and TNAP Pi inh 20.
`CCC(C)n1c(=O)c(C(=O)Nc2ccccc2S(N)(=O)=O)c(O)c2ccccc21` (configuration not stated) gave TNAP inh pNP -40 and TNAP Pi inh -7.
Screening CN1c2ccccc2N(C)C1c1c(O)ccc2ccccc12 returned TNAP inh pNP 4 and TNAP Pi inh 11.
For CCCC1(C(=O)OC)NC(c2cccc(F)c2)C2C(=O)N(CC)C(=O)C21 (configuration not stated) the results were TNAP inh pNP -12 and TNAP Pi inh -4.
`O=c1[nH]c(CN2CCCCC2)nc2c1C1(CCCCC1)Cc1ccccc1-2` gave TNAP inh pNP -9 and TNAP Pi inh -13.
COc1ccc(CN2CCN(C(=O)c3ccco3)CC2)cc1OCc1ccccc1 was read as TNAP inh pNP 1 and TNAP Pi inh 11.
COC(=O)c1sccc1NC(=O)c1ccc(Cl)s1 was read as TNAP inh pNP 3 and TNAP Pi inh -13.

Random excerpt: 2 records from the list, in no set order.
`O=c1[nH]c(CN2CCCCC2)nc2c1C1(CCCCC1)Cc1ccccc1-2` gave TNAP inh pNP -9 and TNAP Pi inh -13.
`O=C(CN1CCN(c2ccccc2)CC1)Nc1cccc(C(F)(F)F)c1` gave TNAP inh pNP 4 and TNAP Pi inh 9.

3 compounds from above, ordered by molecular weight, lowest first.
COC(=O)c1sccc1NC(=O)c1ccc(Cl)s1 was read as TNAP inh pNP 3 and TNAP Pi inh -13.
For CCCC1(C(=O)OC)NC(c2cccc(F)c2)C2C(=O)N(CC)C(=O)C21 (configuration not stated) the results were TNAP inh pNP -12 and TNAP Pi inh -4.
`CCC(C)n1c(=O)c(C(=O)Nc2ccccc2S(N)(=O)=O)c(O)c2ccccc21` (configuration not stated) gave TNAP inh pNP -40 and TNAP Pi inh -7.

The results go on:
`CC(Oc1ccc2c(-c3ccccc3)cc(=O)oc2c1)C(=O)O` (configuration not stated) gave TNAP inh pNP 8 and TNAP Pi inh 2.
For Cc1cc(N(C(=O)c2ccco2)C(C(=O)NC2CCCCC2)c2ccccc2)ccc1-n1cnnn1 (configuration not stated) the results were TNAP inh pNP 7 and TNAP Pi inh 12.
Screening O=C(O)CCCc1nc2ccccc2s1 returned TNAP inh pNP 5 and TNAP Pi inh 8.
`COc1ccc(OC)c(S(=O)(=O)Nc2ccccc2C)c1` gave TNAP inh pNP 2 and TNAP Pi inh 10.
Screening CCN(CC)C(=O)CN1C(=O)C2(OCC(C)(c3ccccc3)CO2)c2ccccc21 (configuration not stated) returned TNAP inh pNP 6 and TNAP Pi inh 8.
`CCc1nc(N2CCN(C(=O)c3ccco3)CC2)c2oc3ccccc3c2n1` gave TNAP inh pNP 5 and TNAP Pi inh 10.
Screening CCCCS(=O)(=O)C(=C1Nc2ccccc2N1)S(=O)(=O)CCCC returned TNAP inh pNP 7 and TNAP Pi inh 10.
Screening CC1=Nn2c(nnc2C2CCCCC2)SC1 returned TNAP inh pNP 4 and TNAP Pi inh 9.
Cc1ccccc1OCC(=O)N(Cc1ccc(N(C)C)cc1)C1CCS(=O)(=O)C1 (configuration not stated) was read as TNAP inh pNP 0 and TNAP Pi inh 9.
For COc1ccccc1N1CCN(C(=O)CN(Cc2ccccc2)S(C)(=O)=O)CC1 the results were TNAP inh pNP 2 and TNAP Pi inh -14.
`Cn1c(CN2CCOCC2)nnc1SCC(=O)NC1CCCCC1` gave TNAP inh pNP 6 and TNAP Pi inh 11.
Screening CCn1cc(Br)c(C(=O)Nc2ccc(F)c(Cl)c2)n1 returned TNAP inh pNP 2 and TNAP Pi inh 7.
`O=C(Nc1ccc2c(c1)oc1ccccc12)c1cccnc1` gave TNAP inh pNP -2 and TNAP Pi inh 5.
For Oc1[nH]c2ccccc2c1OCc1ccncc1 the results were TNAP inh pNP 8 and TNAP Pi inh 9.
O=C(O)c1c(F)c(F)cc2ccccc12 was read as TNAP inh pNP 7 and TNAP Pi inh 10.
CCn1c(COc2ccc3c(c2)CCCC3)nnc1SCC(=O)Nc1nccs1 was read as TNAP inh pNP 0 and TNAP Pi inh 6.
CCC(=O)N(Cc1cc2c(C)cc(C)cc2[nH]c1=O)C1CCCCC1 was read as TNAP inh pNP -7 and TNAP Pi inh -1.
`Cc1csc(C2=C(O)CN(CCc3ccccc3)C2=N)n1` gave TNAP inh pNP 6 and TNAP Pi inh 18.
Screening Cc1ccc(C(=O)Oc2ccc3c(c2)ncn3C)cc1 returned TNAP inh pNP 2 and TNAP Pi inh -5.
CC(C)N(C(=O)CSc1nn2c(=O)c(C(C)(C)C)nnc2s1)c1ccccc1 was read as TNAP inh pNP 7 and TNAP Pi inh 8.
For Cc1cccc(-n2c(N)cc(=O)[nH]c2=S)c1 the results were TNAP inh pNP -4 and TNAP Pi inh 6.
For Cn1c(Cn2cnc3ccccc32)nnc1SCC(=O)CC(=O)Nc1ccccc1 the results were TNAP inh pNP 9 and TNAP Pi inh 9.
`COc1ccc(NC(C)=O)cc1NC(=O)CSc1nc2ncccc2[nH]1` gave TNAP inh pNP 2 and TNAP Pi inh 12.
Screening Cc1csc(NC(=O)C2CCCN2C(=O)OCC(C)C)n1 (configuration not stated) returned TNAP inh pNP 0 and TNAP Pi inh 7.

Structures above containing a COOH group (3):
`CC(Oc1ccc2c(-c3ccccc3)cc(=O)oc2c1)C(=O)O` (configuration not stated) gave TNAP inh pNP 8 and TNAP Pi inh 2.
Screening O=C(O)CCCc1nc2ccccc2s1 returned TNAP inh pNP 5 and TNAP Pi inh 8.
O=C(O)c1c(F)c(F)cc2ccccc12 was read as TNAP inh pNP 7 and TNAP Pi inh 10.

The list continues.
For CCOC(=O)N1CCN(C(=O)C2CCC(C(=O)N3CCN(C(=O)OCC)CC3)CC2)CC1 (configuration not stated) the results were TNAP inh pNP 0 and TNAP Pi inh 0.
Screening CC(=O)c1c(N2CCN(c3ccccc3)CC2)nc(=S)n(-c2ccccc2)c1C returned TNAP inh pNP 2 and TNAP Pi inh 5.
For COc1ccc(N2CCN(Cc3nc(N)nc(Nc4ccccc4OC)n3)CC2)cc1 the results were TNAP inh pNP 2 and TNAP Pi inh -3.
For O=C(CCCC(=O)N(CC(=O)NC1CCCC1)Cc1ccc(F)cc1)Nc1ccccn1 the results were TNAP inh pNP -6 and TNAP Pi inh -4.
COC(=O)C1=C(C)N(c2cccc(C(C)=O)c2)C(=O)C1 was read as TNAP inh pNP 0 and TNAP Pi inh 15.
Cc1ccc(-c2nn3c(C)nnc3s2)cc1NC(=O)c1ccc(-c2ccc(Cl)cc2Cl)o1 was read as TNAP inh pNP -6 and TNAP Pi inh 8.
`Cc1ccc2cc(CN(C(=O)c3ccco3)c3ccccc3)c(=O)[nH]c2c1` gave TNAP inh pNP 0 and TNAP Pi inh 0.
Screening C=CCn1c(NCCOC)nc2c1c(=O)n(C)c(=O)n2C returned TNAP inh pNP 4 and TNAP Pi inh -14.
Screening CN1CCN(Cc2c(O)c(Cl)cc3c(-c4ccccc4)cc(=O)oc23)CC1 returned TNAP inh pNP 2 and TNAP Pi inh 2.
CCOc1ccc2nc(NS(C)(=O)=O)sc2c1 was read as TNAP inh pNP 2 and TNAP Pi inh 2.
COC(=O)COc1ccc(S(=O)(=O)Nc2ccccc2SC)cc1 was read as TNAP inh pNP 2 and TNAP Pi inh 10.
Screening O=C(CN1CCOCC1)Nc1ccc(Br)cn1 returned TNAP inh pNP 1 and TNAP Pi inh 6.
For CN1CCN(/C=C2\SC(=S)NC2=O)CC1 the results were TNAP inh pNP -19 and TNAP Pi inh 0.
`COn1c(=S)[nH]c2ccccc2c1=O` gave TNAP inh pNP 8 and TNAP Pi inh -1.
For CCSc1nc(-c2ccccc2)c(C#N)c(=O)[nH]1 the results were TNAP inh pNP 7 and TNAP Pi inh 3.
Screening CCN1CCc2c(C#N)c(N3CCCCC3)nc(N3CCOCC3)c2C1 returned TNAP inh pNP 6 and TNAP Pi inh 12.
`CN(CC(O)COc1ccc(OCC(O)CN(C)C2CCCCC2)cc1)C1CCCCC1` (configuration not stated) gave TNAP inh pNP 1 and TNAP Pi inh 4.
For CC(=O)NC1C(=O)N=C(SCC(=O)NC2CCCCC2)NC1=O (configuration not stated) the results were TNAP inh pNP 6 and TNAP Pi inh 9.
`Nc1ccc(-c2n[nH]c(=O)c3ccccc23)cc1N` gave TNAP inh pNP 0 and TNAP Pi inh 0.
Screening COc1ccc(-c2c3c(=O)n(C)c(=O)n(C)c3c3nnc4ccccc4n23)cc1 returned TNAP inh pNP 2 and TNAP Pi inh 7.
Screening Nc1nnc(-c2ccncc2)s1 returned TNAP inh pNP 3 and TNAP Pi inh -3.
Screening Cc1ccc(C(=O)NC2CC(C)(C)NC(C)(C)C2)cc1C returned TNAP inh pNP -1 and TNAP Pi inh 13.
For c1ccc(-c2cc3c(ccc4nonc43)nn2)cc1 the results were TNAP inh pNP 5 and TNAP Pi inh 10.
CCC1CCCCN1C(=O)N[C@@H](Cc1ccccc1)C(=O)O (some centres not stated) was read as TNAP inh pNP -1 and TNAP Pi inh 7.
Screening CCn1c(=O)n(CC)c2cc(S(=O)(=O)NCCOc3ccccc3)c(C)cc21 returned TNAP inh pNP 3 and TNAP Pi inh 8.
Screening COc1ccc(C2(O)CCN(C(=O)c3c(F)cccc3F)CC2)cc1 returned TNAP inh pNP 0 and TNAP Pi inh -13.
For COc1ccc(-n2cnnc2SCc2cnc(-c3ccccc3)s2)cc1 the results were TNAP inh pNP 0 and TNAP Pi inh 0.
`O=C(Nc1ccc(NC(=O)C2CCCCC2)cn1)c1ccco1` gave TNAP inh pNP 4 and TNAP Pi inh 7.
For CCc1nnc(SCc2ccc(C(=O)OC)o2)n1N the results were TNAP inh pNP 0 and TNAP Pi inh 10.
`Cc1ccc(C(C)NC(=O)c2ccco2)cc1C` (configuration not stated) gave TNAP inh pNP 5 and TNAP Pi inh 11.
For COCCCn1c(C2CCCCC2)nc2oc3cc(OC)ccc3c(=O)c2c1=O the results were TNAP inh pNP 4 and TNAP Pi inh 9.
CCCn1c(-c2cccs2)nc2ccccc21 was read as TNAP inh pNP -7 and TNAP Pi inh 6.
Screening O=c1c(-c2ccc(Cl)cc2)[n+]([O-])c2ccccc2n1O returned TNAP inh pNP 0 and TNAP Pi inh -11.
COc1cccc(C2C(C#N)=C(N)Oc3cc(C)[nH]c(=O)c32)c1OC (configuration not stated) was read as TNAP inh pNP 4 and TNAP Pi inh 9.
Screening CCCC(=O)Nc1ncnc2c1ncn2[C@@H]1O[C@@H]2COP(=O)(O)O[C@H]2[C@H]1OC(=O)CCC returned TNAP inh pNP 4 and TNAP Pi inh -15.
For CCCCCn1c(SCCN2CCOCC2)nc2c1c(=O)[nH]c(=O)n2C the results were TNAP inh pNP 3 and TNAP Pi inh 12.
For O=C(NC1=NCCS1)c1cccs1 the results were TNAP inh pNP 4 and TNAP Pi inh -1.
For CC(=O)C1=C(O)CCC1=N the results were TNAP inh pNP 5 and TNAP Pi inh 10.
Screening CCn1c(SCc2nc3cc(OC)c(OC)cc3c(=O)[nH]2)nnc1-c1ccncc1 returned TNAP inh pNP 5 and TNAP Pi inh 10.
For CCCNC(=O)Cc1ccsc1 the results were TNAP inh pNP -3 and TNAP Pi inh 9.
Screening CC(C)n1c2ccccc2c2nnc(SCC(=O)OCN3C(=O)c4ccccc4C3=O)nc21 returned TNAP inh pNP -4 and TNAP Pi inh 1.
Cc1c(N2C(=O)SC(CC(=O)O)C2=O)c(=O)n(-c2ccccc2)n1C (configuration not stated) was read as TNAP inh pNP 2 and TNAP Pi inh 2.
